# Compound activity from PubChem BioAssay.
# MT1-MMP txn act = activates MT1-MMP transcription. HT1080 MT1-MMP promoter luciferase reporter, luminescence, overnight; hits give high values. activation factor at 10 µM. 0.16% of 86,000 active;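 active means activation factor of at least 2 for MT1-MMP transcription at 10 µM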
# PLAP act = human PLAP activation; purified PLAP enzyme, luminescent substrate read-out; hits give high values; 1.2% of 96,000 active; activation fold at 20 µM; P05187; AID 696; in the data active means activation fold above about 2
# Target sequence (P05187 whole entry, looked up): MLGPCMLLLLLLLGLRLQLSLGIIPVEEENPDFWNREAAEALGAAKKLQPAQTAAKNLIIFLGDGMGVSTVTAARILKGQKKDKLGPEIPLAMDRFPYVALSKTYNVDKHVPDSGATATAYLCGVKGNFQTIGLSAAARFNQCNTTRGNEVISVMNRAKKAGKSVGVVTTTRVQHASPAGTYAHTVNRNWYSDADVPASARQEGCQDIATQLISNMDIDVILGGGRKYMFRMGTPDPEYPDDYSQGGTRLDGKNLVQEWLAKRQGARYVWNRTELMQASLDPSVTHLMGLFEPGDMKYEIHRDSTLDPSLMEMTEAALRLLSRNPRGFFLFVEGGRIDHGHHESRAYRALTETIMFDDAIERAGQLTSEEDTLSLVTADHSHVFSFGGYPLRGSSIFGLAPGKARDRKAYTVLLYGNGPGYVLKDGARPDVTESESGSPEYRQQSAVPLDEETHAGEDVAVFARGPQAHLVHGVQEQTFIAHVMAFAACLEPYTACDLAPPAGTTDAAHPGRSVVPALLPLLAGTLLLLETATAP
# Active calls of the source: *. Some of the compounds tested. The share of hits here may be higher or lower than overall.
SMILES,MT1-MMP txn act,PLAP act
COc1ccc(OC)c(CN2C(=O)c3ccccc3C2C(=O)NCc2cccnc2)c1 (configuration not stated),1.2,1.4
CSc1ccccc1NC(=O)c1cc(CC(C)C)on1,1.4,1.1
Cc1nc(NC2=NCN(Cc3ccccc3)CN2)nc2ccccc12,1.1,1.1
O=C(c1cn(-c2ccccc2)nc1-c1ccccc1)N1CCOCC1,1.2,1
Cc1sc(NC(=O)c2ccco2)c(CN2CCCCC2)c1C,1.1,0.9
COc1cccc(OCCOCCN(C)CCO)c1,1.1,1.3
CC(=O)c1c(COC(=O)c2ccco2)nc2ccccc2[n+]1[O-],0.9,1
CCCCN(CCCNc1ncnc2nc[nH]c12)c1ccccc1,1,1.6
O=C(Cn1ncc2c(=O)oc3ccccc3c21)NCCN1CCN(c2ccccc2F)CC1,1.1,1.1
COC(=O)c1sc(NC(=O)c2ccco2)nc1C,1.1,1
O=C(CCS(=O)(=O)c1cccc2nonc12)N1CCOCC1,1.1,0.9
CC(=O)c1cnc(N2CCCCC2)nc1C,1.3,1
CC(C)c1c(O)nc(SCc2ccccc2)[nH]c1=O,1,1.2
Cn1c(=O)oc2cc(S(=O)(=O)NCCc3ccccc3)ccc21,1.2,0.8
COC(=O)c1ccccc1NC(=O)c1c(O)c2cccc3c2n(c1=O)CCC3,1.1,1.5
CC(=O)N1CCN=C1SCc1ccccc1F,1,0.9
COc1ccc(-c2nc3ccccc3c(=O)n2CCCn2ccnc2)cc1,1.1,0.9
COc1ccc(NC(=O)CC2Oc3ccccc3NC2=O)cc1 (configuration not stated),1.2,1.1
Cc1cc(=O)n2nc(N3CCC(C(=O)NCc4cccnc4)CC3)sc2n1,1.2,1.1
Cc1ccc(OCCC(=O)OCC(=O)Nc2ccc(Cl)cn2)cc1,1,1.2

# The last three compounds of the section above are carried over, then new ones follow.
SMILES,MT1-MMP txn act,PLAP act
COc1ccc(NC(=O)CC2Oc3ccccc3NC2=O)cc1 (configuration not stated),1.2,1.1
Cc1cc(=O)n2nc(N3CCC(C(=O)NCc4cccnc4)CC3)sc2n1,1.2,1.1
Cc1ccc(OCCC(=O)OCC(=O)Nc2ccc(Cl)cn2)cc1,1,1.2
CC1(C)OC(=O)C(C(c2ccccc2)C(C#N)C(N)=O)=C(O)O1 (configuration not stated),1.2,1.1
CC(C)(C)OC(=O)N1CCC[C@@H]1C(=O)N1CCC(C(=O)O)CC1,1,1.2
CC(=O)c1cccc(NC2c3ccccc3C(=O)N2Cc2ccc3c(c2)OCO3)c1 (configuration not stated),1,1
COc1cccc(NC2=CC(=O)CC(C)(C)C2)c1,1.1,1
CC1CCCCC1NS(=O)(=O)c1ccc(S(=O)(=O)N2CCN(CCC#N)CC2)cc1 (configuration not stated),1,1.3
Cc1cc(=O)[nH]c(SCC(=O)N2CCCCCC2)n1,1.1,0.9
O=C(NCc1ccccc1)C1C(=O)N(Cc2ccccc2)C(=O)C1C1(O)CCCC1 (configuration not stated),1.2,1
COc1ccc(CC(=O)Nc2cc(C)c3c(=O)oc4ccccc4c3n2)cc1,1,0.9
Cc1cc(N)ccc1-n1c(C)ccc1C,1.1,1.2
Cc1cnn(-c2ccc3nnc(-c4ccc(Br)cc4)n3n2)c1,1,0.9
CCN1CCN(C(c2cccs2)C(C)NS(=O)(=O)c2ccc(F)cc2)CC1 (configuration not stated),1.1,1.3
CC1CCCCN1C(=O)c1ccccc1NC(=O)c1ccco1 (configuration not stated),1.1,0.9
CC(=O)Nc1cccc(C(=O)Oc2cccc(C)c2)c1O,1.1,0.9
O=C(C1CC1c1ccccc1)N1CCOCC1 (configuration not stated),1.1,0.8
CCS(=O)(=O)NCc1csc(-c2ccccc2)n1,1.4,1.1
CCOC(=O)C1CCN(C(=O)CSCCSCC(=O)N2CCC(C(=O)OCC)CC2)CC1,1.1,1.6
O=C(NCc1cccnc1)C1c2ccccc2C(=O)N1C1CCCC1 (configuration not stated),1,1
Cn1c(C(=O)NCCCN2CCN(c3cccc(Cl)c3)CC2)cc2c(=O)n(C)c3ccccc3c21,1.1,1.5
COCCn1nnnc1C(c1cc(OC)ccc1OC)N1CCc2ccccc2C1 (configuration not stated),1,1.4
O=C(NCc1ccccc1)c1noc2c1CCCC2,1.1,1
c1ccc2nc3c(nc2c1)CCc1nonc1-3,1,1
COc1ccc(NC(=O)C2CCCN2c2ccc(OC)c(OC)c2)cc1OC (configuration not stated),0.9,1.1
CC(=O)Nc1ccc(NC(=O)Cn2cc3c(n2)CCCC3)cc1,1.1,1.2
N#Cc1c(N)oc(-c2ccccc2)c1-c1ccccc1,1,1.2
Cc1nn(Cc2ccc(Cl)c(Cl)c2)c(C)c1NC(=O)c1noc2c1CCCCC2,1.2,0.9
CCOC(=O)C1=C(C)N=C(/N=C/N(C)C)SC1c1ccccc1 (configuration not stated),1,1.2
CCCCCOC(=O)CSc1nnc(-c2cc(OC)c(OC)c(OC)c2)o1,1.3,1.6
COc1ccc(C(=O)CSc2n[nH]c(-c3ccco3)n2)cc1,1.1,1
CCOC(=O)c1cc2cc(F)ccc2nc1C,0.9,0.7
CN1CCN(c2nc(-c3ccccc3)nc3c2oc2ccccc23)CC1,1.1,1.3
CCc1nc2ccccc2n(CCOCCn2c(=O)c(CC)nc3ccccc32)c1=O,0.9,1.1
O=S(=O)(Nc1ccccc1N1CCOCC1)c1ccc(Cl)s1,1.2,1
Cn1c(SCC(=O)Nc2cc(=O)n(C)c(=O)n2C)nnc1-c1cccs1,1.1,1.2
CCn1c(SCC(=O)NCc2cccs2)nc2c1c(=O)n(C)c(=O)n2C,1.1,0.8
Cc1nc2c(c(=O)n1CCC(C)C)c1nc3ccccc3nc1n2Cc1ccc2c(c1)OCO2,1.1,1.3
COC(=O)C1C(=O)C=C(N2CCOCC2)CC1(C)C (configuration not stated),1.1,1
O=C1c2oc3ccc(Br)cc3c(=O)c2C(c2cccnc2)N1Cc1ccco1 (configuration not stated),1.1,0.9
CN(C)c1nc(Oc2ccc(/C=N/O)cc2)nc(N(C)C)n1,1.1,1
COc1ccc(N2CCN(C(=O)Cn3c(=O)[nH]c4ccsc4c3=O)CC2)cc1,1.1,0.9
COC(=O)c1ccc(NC(=O)Cn2nc(SC)n(N)c2=S)cc1,1.1,0.9

# Complete entries, quoted from the list.
# COC(=O)c1ccc(NC(=O)Cn2nc(SC)n(N)c2=S)cc1 is listed with MT1-MMP txn act: 1.1; PLAP act: 0.9
# O=C1c2oc3ccc(Br)cc3c(=O)c2C(c2cccnc2)N1Cc1ccco1 (configuration not stated) is listed with MT1-MMP txn act: 1.1; PLAP act: 0.9

# More structures.
SMILES,MT1-MMP txn act,PLAP act
O=C(COc1ccccc1)N1CCN(S(=O)(=O)c2cccs2)CC1,1.2,0.9
COC(=O)c1ccc(NC(=O)CSc2nnc(Cc3cccn3C)n2-c2ccc(F)cc2)cc1,1.1,1.5
CN1CC=C2C(C#N)=C(N)C(C#N)(C#N)C(c3cccc(Cl)c3Cl)C2C1 (configuration not stated),1,1.4
Cc1csc2ncc(C(=O)Nc3ccccc3F)c(=O)n12,1.4,0.9
CC1CCN(C(c2ccc(N(C)C)cc2)c2nnnn2C(C)(C)C)CC1 (configuration not stated),1,1.3
O=C(O)CC1Oc2ccc(Cl)cc2NC1=O (configuration not stated),1.2,0.9
CCCCNC(=O)CSc1nc2cc3c(cc2c(=O)n1CCCN(CC)CC)OCO3,1.1,1.9
CCOC(=O)c1sc2ncn(/N=C/c3ccccn3)c(=O)c2c1C,1.1,1
O=c1[nH]c(/C(=N\O)c2ccccc2)no1,1.3,1
CC(C)N(Cc1nc2ccccc2[nH]1)C(C)C,1,0.9
O=C(CCCC(=O)NCC1CCCO1)NCC1CCCO1 (configuration not stated),1.1,1
CC(=O)Nc1ccc(C(=O)CSc2nnnn2C(C)C)cc1,1.6,0.9
CCc1nc2ccccc2c(=O)n1NC(=O)c1c(O)c2ccccc2[nH]c1=O,1.2,1
O=C(CN1C(=O)NC2(CCCCC2)C1=O)Nc1ccccc1Cl,1.2,0.9
CCCc1nnc(SCc2ccc(OCC)cc2)n1N,1.1,1.1
CC(=O)C1=C(O)C(=O)N(CCC(=O)O)C1c1cccc(F)c1 (configuration not stated),1.1,1
Cc1ccc2c(c1)c(-c1ccccc1)nc1nncn12,1,0.8
Cc1ccc(S(=O)(=O)N2CCN(c3nc(C)c4c(c3C#N)CC(C)(C)OC4)CC2)cc1,1,1.8
COc1cccc(N2CCN(C3CC(=O)N(c4cccc(Cl)c4)C3=O)CC2)c1 (configuration not stated),1.1,1.1
CCC(=O)c1cn(CC(=O)NCC2CCCO2)c2ccccc12 (configuration not stated),1,1
CC1(C)NC(C)(C)c2nonc2/C1=N\O,1.2,0.8
Cn1c(=O)c2c(nc(N3CCCCC3)n2CCSc2nc3ccccc3s2)n(C)c1=O,1.2,1.3
CC1(C)N(O)CC(c2cccs2)=[N+]1[O-],1.2,0.9
Cc1nnc(SC(=O)N2c3ccccc3Sc3ccccc32)s1,0.7,1
CC(=O)Nc1ccc(N2S(=O)(=O)c3ccccc3S2(=O)=O)cc1,1.3,0.9
C#CCSc1nnc(-c2c[nH]c3ccccc23)n1C,1.1,1
CCCSc1nnc(NC(=O)Nc2ccc(F)cc2)s1,1.2,1.1
COc1ccc(C(=O)OC(C)CN2CCOCC2)cc1OC (configuration not stated),1,1
COc1ccccc1CNC(=O)CNC(=O)Cn1cnc2ccccc2c1=O,1.3,1.1
CCOc1ccc(C(=O)N2CCN(c3ccccc3)CC2)cc1OCC,1.1,1.3
Cc1cc(=O)[nH]c(SCn2nnc3ccccc3c2=O)n1,1.1,1.1
O=C(Nc1ccccn1)C1CCN(S(=O)(=O)c2cccs2)CC1,1.1,0.8
CN(C)c1cc[n+](Cc2ccccc2)cc1,1.1,0.8
COc1ccccc1OCCC(=O)OCC(=O)NC(=O)NC(C)(C)C,1.2,1.2
Cc1cc(N2CCN(C3CCCC3)CC2)n2ncc(-c3ccccc3)c2n1,1.3,1.5
C=CCn1c(SCc2cc(=O)n3ccsc3n2)nc2sc(C)c(C)c2c1=O,1.1,0.9
O=C(CCn1c(=S)oc2ccccc21)Nc1ccc2c(c1)OCCO2,1,0.8
CC1(C)CC(n2c(NCCO)nc3c(c2=O)C2(CCCC2)Cc2ccccc2-3)CCO1 (configuration not stated),1.1,1.5
O=C(CSC1=NCCN1)C1COc2ccccc2O1 (configuration not stated),1,1.8
CCN(CC)C(=O)C1CCCN(c2ncnc3c2cnn3-c2cccc(C)c2)C1 (configuration not stated),0.9,1.5

# Next part, starting with the last seven of the part before.
SMILES,MT1-MMP txn act,PLAP act
COc1ccccc1OCCC(=O)OCC(=O)NC(=O)NC(C)(C)C,1.2,1.2
Cc1cc(N2CCN(C3CCCC3)CC2)n2ncc(-c3ccccc3)c2n1,1.3,1.5
C=CCn1c(SCc2cc(=O)n3ccsc3n2)nc2sc(C)c(C)c2c1=O,1.1,0.9
O=C(CCn1c(=S)oc2ccccc21)Nc1ccc2c(c1)OCCO2,1,0.8
CC1(C)CC(n2c(NCCO)nc3c(c2=O)C2(CCCC2)Cc2ccccc2-3)CCO1 (configuration not stated),1.1,1.5
O=C(CSC1=NCCN1)C1COc2ccccc2O1 (configuration not stated),1,1.8
CCN(CC)C(=O)C1CCCN(c2ncnc3c2cnn3-c2cccc(C)c2)C1 (configuration not stated),0.9,1.5
CCOC(=O)Cn1c(CN2CCOCC2)nc2c1c(=O)n(C)c(=O)n2C,1.4,1.3
O=C(C1CCN(c2nnc(-n3cccc3)s2)CC1)N1CCOCC1,1.1,1.3
O=C(Nc1cccc(-c2nc3ncccc3o2)c1)c1cc2ccccc2o1,1.2,1.5
CCCc1cc(C(=O)Nc2cc(Br)ccc2O)no1,1.5,1.7
CCOC(=O)c1ccccc1NCN1C(=O)CSC1=O,1.2,1.2
Cn1c(C(O)c2ccccc2)nc(Cl)c1Cl (configuration not stated),1.1,0.8
CCCn1c(=N)n(CC(=O)c2cccs2)c2ccccc21,1.1,1.1
COc1ccc(-c2cc(C(F)F)n3ncc(C(=O)NCCCN4CCCC4=O)c3n2)cc1,1.1,1.5
CCOC(=O)NCCc1ccc(OC)cc1,1.1,0.9
CCn1c(SCC(=O)N2CCCC2)nc2c(c1=O)SC(C)C2 (configuration not stated),1.1,1.3
COc1ccc2c(c1)CCc1c(C(=O)Nc3cc(C)n(Cc4ccc(Cl)cc4)n3)noc1-2,1.1,0.8
COc1ccc(C2(C(F)(F)F)NC(=O)N(C)C(=O)N2C)cc1 (configuration not stated),1.1,0.9
CCCCn1c(C(C)NC(=O)c2cccs2)nc2ccccc21 (configuration not stated),1.2,1.1
CN1C(=O)c2c(sc3c2CC(C)(C)SC3)N2CCN=C12,1.1,1.2
CC1Cc2nc(SCC(=O)Nc3ccc4c(c3)OCO4)n(CCc3ccccc3)c(=O)c2S1 (configuration not stated),1.1,1.5
Cc1ccc(Cn2c3ccccc3c3cn[nH]c(=O)c32)cc1,1.1,1.2
CCOC(=O)CSc1nc2c([nH]c3ccccc32)c(=O)n1C,1.3,1
COCC(C)n1c(SCC(=O)N2CCCCC2)nc2ccccc2c1=O (configuration not stated),1.1,1.7
Cc1cc(=O)[nH]c2cc(Cl)ccc12,1.2,0.9
CC1(C)Oc2ccc3ccc(=O)oc3c2-c2cnoc21,1,1
CC1CCN(c2ccc(C(=O)NCc3cccs3)cn2)CC1,1.7,0.8
CCOC(=O)N1CCC(NC(=O)CS(=O)(=O)Cc2nc(-c3ccccc3C)oc2C)CC1,1,1.5
CCC/C(=C1/C(=O)CC(C)(C)C(C(=O)OC)C1=O)N1CCCC1 (configuration not stated),1,1.2
N#Cc1ccsc1NC(=O)COc1ccc(-c2nnco2)cc1,1.3,1.6
COC(=O)C1C(O)=C(C(C)=N)C(=O)CC1(C)C (configuration not stated),1.2,0.8
CC(C)Cn1c(=O)c(C(=O)Nc2cnccn2)c(O)c2ccccc21,1.1,1.2
COc1ccc(-c2nsc3c(N4CCN(S(=O)(=O)c5ccccc5)CC4)ncnc23)cc1,1,0.9
